# Assay outcomes (PubChem BioAssay)
# hcGAS inh: Primary biochemical luminescence assay for human cyclic GMP-AMP synthase inhibitors; inhibition, % at 12.5 µM; Q8N884; 290,000 compounds, 0.081% hits; recombinant h-cGAS, ATP depletion, Kinase-Glo luminescence;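 further: 0% = vehicle reaction and 100% = reaction without DNA for no activity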
# Target sequence (Q8N884 whole entry, looked up): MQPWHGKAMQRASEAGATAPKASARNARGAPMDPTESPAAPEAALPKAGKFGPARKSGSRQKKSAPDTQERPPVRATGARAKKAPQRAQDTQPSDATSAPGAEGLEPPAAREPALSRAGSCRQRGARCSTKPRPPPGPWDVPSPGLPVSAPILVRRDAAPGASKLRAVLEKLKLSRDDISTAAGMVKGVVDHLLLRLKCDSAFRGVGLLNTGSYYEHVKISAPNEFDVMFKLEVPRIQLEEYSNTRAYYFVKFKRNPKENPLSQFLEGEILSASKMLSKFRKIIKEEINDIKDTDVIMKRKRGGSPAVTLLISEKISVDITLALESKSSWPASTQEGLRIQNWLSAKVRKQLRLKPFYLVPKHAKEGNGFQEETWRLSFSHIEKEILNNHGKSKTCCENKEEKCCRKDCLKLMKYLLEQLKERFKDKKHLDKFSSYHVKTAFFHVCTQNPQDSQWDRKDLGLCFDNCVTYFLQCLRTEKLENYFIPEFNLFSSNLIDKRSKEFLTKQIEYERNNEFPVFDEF
# mcGAS inh: cyclic GMP-AMP synthase inhibitors, mouse, primary biochemical chemiluminescence. Q8C6L5. recombinant cGAS, Kinase-Glo ATP depletion luminescence. inhibition, % at 12.5 µM. 160,000 compounds, 0.15% hits. AID 1259399, 2018;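 further: 0% = negative control wells and 100% = reference inhibitor with no enzyme activity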
# NPYLR7 ag: agonists of mosquito NPYLR7 receptor, primary screen, cell-based, Aedes aegypti, calcium fluorescence, mosquito biting behavior; HEK293T NPYLR7/Galpha15, GCaMP6s calcium fluorescence; activation, % at 10 µM; 270,000 compounds, 0.15% hits; AID 1259423, 2018; in the data active means activation above about 40%;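 further: 0% = vehicle and 100% = reference agonist at the receptor; some compounds past the cut are filed as inactive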
# The depositor's hits bear a star; · = not tested or not shown; & = joins results of further samples. Unless noted, no stated cut-off is given here; in the data, active means inhibition above about 40%; inactive means the rest. Outcome played no part in choosing rows; any-hit rate near 0.29%.
# Under each structure – hcGAS inh, mcGAS inh, NPYLR7 ag
CCCC(=O)Nc1c(-c2cc(C)cc(C)c2)nc2ccccn12
→ -2, -5, -1
O=C(O)Cc1ccc(NC(=O)c2cccc(Br)c2)cc1
→ -16, ·, 6
Cc1ccc(-c2nc3cc(Cl)ccc3o2)cc1NC(=O)c1ccccc1
→ -5, -7, -2
CNc1cncc(-c2ccccc2O)n1
→ -5, ·, 3
CCn1c(C2CCN(C(=O)c3cnc(C)cn3)CC2)nn(C)c1=O
→ -3, -7, 20
CN(C)C(CNC(=O)N1CCCC(c2nncn2C)C1)c1ccco1 (stereo not given)
→ -8, ·, -2
C=CCN1C(=O)CC2(C1=O)C(=O)N(CCCCOc1ccccc1)c1ccc(Cl)cc12 (stereo not given)
→ 0, 0, -15
CCCCC(O)CN1CCc2nc(Cc3ccccc3OC)[nH]c(=O)c2C1 (stereo not given)
→ -10, -7, -4
CC(C)CCN(Cc1cccn1Cc1ccccc1)CC(C)O (stereo not given)
→ -7, -4, 23
CCN1CC(C)C(NS(=O)(=O)c2ccc3c(c2)COC3)C1 (stereo not given)
→ 3, ·, -21
Cc1ccc(/C=C/S(=O)(=O)N2CCN(c3ccc4nncn4n3)CC2)cc1
→ -8, -8, 1
CCOC(=O)Nc1ccc2c(c1)N(C(=O)CNC(C)(C)C)c1ccccc1CC2
→ -1, -5, -2
O=C(c1ccccc1Cl)N1CCCC(OCCOc2ccccc2)C1 (stereo not given)
→ 3, ·, -1
CC(Cc1cccs1)NC(=O)c1cc(Cl)c2c(c1)OCO2 (stereo not given)
→ -3, -12, 11
CC(C)OCCCNC(=O)c1ccc(-c2ccc(Oc3ccccc3)cc2)s1
→ -11, -8, 3
Cc1ccc2nc(CSc3nnnn3C3CC3)cn2c1
→ -9, ·, 0
CC(SC(F)(F)F)C(=O)NCc1nnc2ccccn12 (stereo not given)
→ -4, ·, -1
CCOc1ccc(-n2c(O)c(C3=c4ccccc4=NC3=O)sc2=O)cc1
→ -3, ·, -3
Cc1ccc(C)c(NC(=O)CSc2nc(N)c(NC(=O)c3ccc(C(F)(F)F)cc3)c(=O)[nH]2)c1
→ -2, -1, 0
CCN1CCCn2c1nc1c2c(=O)n(Cc2ccccc2F)c(=O)n1C
→ -5, ·, -2
CSC(C)C(=O)NC(C)(C)c1cccc(F)c1 (stereo not given)
→ -6, -13, -1
Cc1nc(NC(=O)N2CCCC(C(C)(C)O)C2)nn1C (stereo not given)
→ -2, -13, -5
CC(=O)Nc1ccc(S(=O)(=O)Nc2nc3ccccc3nc2Nc2cccc(F)c2)cc1
→ -6, -6, 3
O=C(/C=C/c1cn(S(=O)(=O)c2cccc(C(F)(F)F)c2)c2ccccc12)NCCCO
→ -2, ·, -8
CCO[C@H]1[C@H](NC(=O)CC)c2ccccc2C12CCN(C(=O)c1cc3ccccc3oc1=O)CC2
→ -7, -10, 12
C=CCOc1cccn2c(N(C)C(C)=O)c(CC)nc12
→ -4, -2, 3
COc1cccc(CCC2CCCN(Cc3nccs3)C2)c1 (stereo not given)
→ -3, ·, 5
CCc1cc2c(SCc3cc(=O)n4cc(Br)ccc4n3)ncnc2s1
→ 4, ·, 0
Cc1ccc(C)c(S(=O)(=O)CCSc2nnnn2C2CC2)c1
→ -1, ·, 10
COc1cc(Cl)ccc1OCc1cc(C(=O)N(C)CCc2c(C)n[nH]c2C)no1
→ -7, ·, 2

# (next part)
# Under each structure – hcGAS inh, mcGAS inh, NPYLR7 ag
O=C1C(O)=CC2(c3cccc(Cl)c3Cl)Nc3ccccc3N12 (stereo not given)
→ -9, ·, 1
CNc1scnc1C(=O)OCc1nc2ccccc2nc1C
→ -7, -17, -2
C=CCn1cc(C(=O)Nc2ccc3c(c2)OCCO3)c2nn(-c3ccccc3)c(=O)c-2c1
→ -4, -8, 6
CCS(=O)(=O)Nc1ccc(C(=O)N[C@@H](C)c2ncccc2C)cc1
→ -5, -10, 6
Cc1cccc(C2=NOC(C)C(=O)N2Cc2ccncc2)c1 (stereo not given)
→ -5, ·, 4
Cc1ccccc1-c1nnc2ccc(-c3cccc(S(C)(=O)=O)c3)cn12
→ -2, -5, -3
Cc1ccc2ccccc2c1CN(C)CCC(O)c1ccccc1 (stereo not given)
→ -3, -1, -3
CSc1nn(C)c(N)c1C#N
→ 4, ·, -9
COC(=O)C1C(c2ccc(F)cc2)c2c([nH][nH]c2=O)CC1(C)O (stereo not given)
→ -10, -9, 2
Cc1cc(C(=O)Nn2cnnc2)cs1
→ 2, ·, 21
COc1ccc(COn2c(=O)c(-c3ccc(OC)cc3OC)[n+]([O-])c3ccccc32)cc1
→ -4, ·, -11
COc1cc(N2CCC(C(=O)NCc3ccccn3)CC2)ncn1
→ -6, -14, 3
C=CCn1nc(C(=O)N2CCCCCC2)c2c1CCC(N(C)Cc1ccco1)C2 (stereo not given)
→ -13, -8, 24
COc1ccccc1C1CC1NC(=O)C(=O)Nc1cccc(F)c1F (stereo not given)
→ -6, -14, -8
CCCCCN1CCN(c2nc3c(c(=O)[nH]c(=O)n3C)n2Cc2ccccc2F)CC1
→ -1, ·, 5
Cc1ccc(CNC(=O)CN(C(=O)N2CCN(C)CC2)S(=O)(=O)c2ccc(C)cc2)cc1
→ -6, -11, 11
Cc1ccc(C)c(Cn2c(N3CCN(Cc4ccc(Cl)cc4)CC3)nc3c2c(=O)[nH]c(=O)n3C)c1
→ -7, ·, 18
COC(=O)CON1C(=O)CN(C(=O)c2ccccc2)C1c1cccc([N+](=O)[O-])c1 (stereo not given)
→ 0, ·, -1
COc1ccc(OC)c2sc(N(CCN3CCOCC3)C(=O)c3ccc(Cl)s3)nc12
→ -9, ·, 12
CN(CCCOc1ccccc1)C(=O)CSCc1ncc[nH]1
→ -3, ·, 4
CC(NC(C)c1ccccc1Br)c1nc(N)nc(N(C)C)n1 (stereo not given)
→ 6, ·, 2
O=C(Nc1ccnn1C1CCN(C(=O)Cc2c(F)cc(F)cc2F)CC1)C1CCOC1 (stereo not given)
→ -8, ·, -3
CCc1nn(-c2cccc(F)c2)c(CC)c1C(=O)NCc1ccccn1
→ -6, -4, 13
CCCCCCCC(=O)N(CC(=O)c1c(C)c(C(=O)OCC)n(C)c1C)C1CC1
→ -9, -4, 19
COc1ccc(CCN2CCN(C(C)c3nnc(CC(C)C)o3)CC2)cc1 (stereo not given)
→ -11, ·, 3
NC(=O)CSc1cn(Cc2ccccc2)c2ccccc12
→ -10, ·, 4
Cc1cc(C)n(C(C)CNC(=O)CC(=O)Nc2cc(Cl)ccc2C)n1 (stereo not given)
→ 0, 1, -10
COCCNc1nc(N2CCCCC2)c2cnn(C)c2n1
→ -3, -7, 3
COc1cccc(CN(CC2CC(c3ccccc3C)=NO2)C(=O)c2cccc(F)c2)c1 (stereo not given)
→ -10, -10, 23
CCS(=O)(=O)Oc1ccc(CN(CC(C)C)C(=O)COc2ccc(Cl)cc2)cc1
→ -15, -5, -9

# (continued)
# Under each structure – hcGAS inh, mcGAS inh, NPYLR7 ag
C=C(C)C(=O)N1CCN(c2nc3cc(C)c(C)cc3nc2-c2ccccc2)CC1
→ -9, -6, ·
O=C(Cc1cccs1)NN=CC1CCCCC1
→ -2, -4, -2
Cc1ccc(F)cc1NC(=O)Cn1c2ccccc2c(=O)c2ccccc21
→ -2, ·, 0
Cc1[nH]c(=O)n(C(C)(C)C)c(=O)c1Br
→ -7, ·, -5
Cc1csc(CN(C)C(=O)CC(c2ccccc2)c2ccc3c(c2)OCO3)n1 (stereo not given)
→ -8, ·, 4
Cc1nc2ccc(Cl)cn2c(=O)c1NC(=O)C1CC1
→ 0, ·, 0
CCC(C)N(CC(=O)N(CCc1ccc(OC)c(OC)c1)Cc1cccs1)S(=O)(=O)c1ccc(Br)cc1 (stereo not given)
→ 4, -5, 5
COc1cc(C2(C)NC(=O)N(CN(C)Cc3ccccc3)C2=O)cc(OC)c1OC (stereo not given)
→ -7, ·, 4
Cc1nncn1CCN1C(=O)CC2(CCCC2)CC1=O
→ -10, -5, ·
COc1cc(C=NNC(=O)c2ccccc2O)cc(Br)c1OC
→ -5, -3, -5
COc1cccc(-c2[nH]nc3c2C(c2ccc(O)c(C)c2)CC(=O)N3)c1 (stereo not given)
→ -4, ·, 6
Cc1ccc(C2CC(c3ccc4c(c3)OCO4)Nc3nnnn32)cc1 (stereo not given)
→ -8, ·, 7
C=CCSc1nnc(NC(=O)c2ccccc2SC)s1
→ 5, 2, 9
COc1cc2c(cc1OC)CN(C1CCCN(Cc3cccc4cnccc34)C1)CC2 (stereo not given)
→ -8&-9, ·, 6&1
CC(C)(C)OC(=O)N1CC(OCC(=O)N2CCCC2c2cccc3c2OCCO3)C1 (stereo not given)
→ -12, ·, 6
CCCC(C(=O)N1CCN(c2nc(C)cnc2C)CC1)n1cccc1 (stereo not given)
→ -1, ·, 6
CCCCCCN1N=C(c2ccc(F)cc2)Cn2c1nc1c2c(=O)n(C)c(=O)n1C
→ -6, -5, 1
Cc1cc(/C=N\N2CCN(C)CC2)c(C)n1CC(F)(F)F
→ -17, ·, 6
CCOC(=O)c1c(NC(=O)Cc2ccc(OC)cc2)sc(C(=O)Nc2ccccc2)c1C
→ -3, -5, -11
Cc1ccc(C2(C)NC(=O)NC2=O)c(C)c1 (stereo not given)
→ -9, ·, 5
O=C(O)c1nn(CCOc2cccc(Br)c2)c(=O)c2ccccc12
→ -6, ·, -1
COc1cccc(-c2cc(C(=O)NC(C)C)n(-c3cccc(C)c3)n2)c1
→ -9, -9, -3
CCc1ccc(C(Nc2c(C#N)c(=O)n(C)c(=O)n2C)c2cccc(F)c2)cc1 (stereo not given)
→ 2, -10, -1
CC(C)CCNC(=O)Cc1csc(NC(=O)c2ccc[nH]c2=O)n1
→ 0, -1, 0
CC1ON=C(c2ccc3c(c2)CCO3)N(Cc2ccccc2F)C1=O (stereo not given)
→ -3, ·, 6
Cc1cc(Oc2cc(N3CCN(C(=O)COc4ccccc4)CC3)ncn2)ccc1Cl
→ 3, 0, -9
CCC1CN(C(=O)c2ccc(-c3ccc(OC)nc3)nc2)CCN1C(C)C (stereo not given)
→ -6, -18, 5
COCCN(Cc1nc(C(=O)NCCc2ccc(OC)c(OC)c2)cs1)C(=O)Nc1cccc(Cl)c1
→ -11, -6, 8
O=C(COc1ccc(Cl)cc1)NC1CCN(c2ccccc2C(=O)NCc2ccco2)CC1
→ -3, -4, -2
COc1ccc(-c2[nH]nc3c2C(c2cccnc2)C(C#N)C(=N)O3)cc1 (stereo not given)
→ -12, ·, -7

# Continued.
# Under each structure – hcGAS inh, mcGAS inh, NPYLR7 ag
O=C(Cc1ccccc1)NC(NC1=NCCS1)(C(F)(F)F)C(F)(F)F
→ -5, ·, 8
COc1cccc(-c2cc(C(=O)N3CCN(C(=O)NC4CCCCC4)CC3)c(C)n2-c2ccccc2)c1
→ -17, -5, -11
COc1ccc(Cl)cc1C(=O)C1CCCN(Cc2cccn2-c2nccs2)C1 (stereo not given)
→ -3, -3, 2
CCNC(=O)C(C)N1C(=O)COc2ccc(C(=O)COc3ccc(F)cc3C)cc21 (stereo not given)
→ -7, -6, ·
Cc1ccc(CC(=O)OC(C)C(=O)NC(C)(C)C)cc1C (stereo not given)
→ -9, ·, 6
O=C(Cc1ccccc1)NNC(=O)c1ccco1
→ -3, -7, -6
COc1ccc(OC)c(NC(=O)COC(=O)c2cnc3ccccc3n2)c1
→ -5, ·, -8
O=S(=O)(c1cccc(Cl)c1Cl)N1CCSc2ccccc21
→ -6, ·, 8
CCOc1ccccc1-c1cnc(N)c(C)c1
→ -8, -11, 16
CCN(CC)C(=O)CCC(=O)NCC1COc2ccccc2O1 (stereo not given)
→ -5, -5, 6
CC(C)(CNC(=O)c1ccccc1O)N1CCc2ccccc2C1
→ -5, ·, 2
O=C(CN1CCN(C(=O)NCCC(=O)N2CCCC2)CC1)Nc1ccc(Cl)c(C(F)(F)F)c1
→ -3, -9, 1
COc1cc2c(cc1NC(=O)CN(C)CC1OCCO1)oc1ccccc12
→ 1, 2, -11
CCn1c(SCc2ccc(C(=O)Nc3ccc4c(c3)OCO4)cc2)nnc1-c1ccc([N+](=O)[O-])cc1
→ -2, -1, 0
CN1CCN(C(=O)C=Cc2cccs2)CC1
→ -10, ·, -1
COc1nc2c(cc1C(=O)N1CCC(O)(c3ccc(C)cn3)CC1)CCC2
→ -7, ·, 0
O=C(c1cccnc1-n1cccn1)N1CCCCCC1
→ 1, ·, 12
CCOC(=O)C1(Cc2ccccc2)CCCN(Cc2cccc3c2OCO3)C1 (stereo not given)
→ -6, ·, 18
CC(C)Cc1nc(-c2cccc(CN3CCN(C(=O)c4cccnc4Cl)CC3)c2)no1
→ 2, 2, -8
C#CCn1c(=NC(=O)c2ccccc2)sc2cc(S(C)(=O)=O)ccc21
→ -6, ·, 4
COC[C@]1(O)CCN(C(=O)c2sc(OC)nc2C)CC1(C)C
→ -5, -5, ·
Cc1ccc(Cn2c(C)c(C(=O)NCc3ccc4c(c3)OCCO4)sc2=O)cc1
→ 7, ·, -10
COc1ccc(NC(=S)N2CCc3[nH]cnc3C2c2ccc(F)cc2)cc1 (stereo not given)
→ -2, 0, 0
Cc1nn2c(NCCOCCO)c3c(nc2c1-c1ccccc1)CCC3
→ -11, -9, 2
CCOC(=O)c1cccnc1N1CCOC(c2ccc(F)cc2)C1 (stereo not given)
→ -5, -13, 4
Cc1noc(C)c1CCC(=O)N1CCCC(N2CCN(c3ccc(F)cc3)CC2)C1 (stereo not given)
→ -7, ·, 2

# Full records from above:
# COc1cccc(-c2[nH]nc3c2C(c2ccc(O)c(C)c2)CC(=O)N3)c1 (stereo not given) is listed as hcGAS inh = -4; mcGAS inh = ·; NPYLR7 ag = 6
# CCC(C)N(CC(=O)N(CCc1ccc(OC)c(OC)c1)Cc1cccs1)S(=O)(=O)c1ccc(Br)cc1 (stereo not given) is listed as hcGAS inh = 4; mcGAS inh = -5; NPYLR7 ag = 5
